UDG counterscr – counter-screen for AID inhibitors: uracil-DNA glycosylase inhibition. FRET deamination/UDG coupled assay, UDG read, 4 h. Potency, µM (doses to about 115 µM), for inactives: top-dose activity change, negative = inhibition, usual class: inhibitors. hit rate 0.14% among 91,000; also: nearly all actives have a fitted effect of over 65% in size
AID inhibitor – activation induced cytidine deaminase inhibition; Q9GZX7; AID deamination FRET fluorescence, UDG-coupled, 4 h; Potency, µM (series often up to 115 µM), for inactives: at the highest dose activity change, negative = inhibition, actives largely listed as inhibitors; hit rate 0.32% among 91,000; AID 1347428; also: nearly all actives have a fitted effect of over 25% in size
Target sequence (Q9GZX7 whole entry, looked up): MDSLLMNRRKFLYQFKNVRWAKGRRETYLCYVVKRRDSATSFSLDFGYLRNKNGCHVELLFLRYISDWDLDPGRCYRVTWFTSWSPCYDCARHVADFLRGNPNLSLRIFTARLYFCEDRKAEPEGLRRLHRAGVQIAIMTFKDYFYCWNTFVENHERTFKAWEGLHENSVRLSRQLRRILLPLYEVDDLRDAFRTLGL
Active calls of the source: *; ? = inconclusive; [ ] = dose if it differs, or a comment. Calls follow the shape of the dose curve; as a rule, active = well fitted curve in the direction sought with a large enough effect; inconclusive = small, poorly fitted or top-dose-only effect, or another doubt; inactive = no such curve, though single readings can be large; an effect the other way counts as inactive or inconclusive. % is scaled to controls: 0 for no effect and ±100 for the full control effect; potency is read from the fitted curve at half-maximal effect.

SMILES	UDG counterscr	AID inhibitor
CCCC(=O)Nc1cccc(-c2nc3cc(C)c(C)cc3o2)c1C	10%	13%
COc1ccc(NC(=O)c2ccc3c(c2)CCC3)cc1	1%	2%
O=C(NC1CCCc2ccccc21)c1cc(Cl)nc(Cl)c1 (stereo not given)	1%	28%
COc1ccc(Cn2c(=O)[nH]c3cc(C(=O)NCCC(C)C)ccc3c2=O)cc1	-1%	5%
CCOC(=O)Cc1c(C(=O)OCC)[nH]c2c1C(=O)CCC2	7%	5%
Cc1ccc(Cl)cc1NC(=O)/C(C#N)=C/c1c(C)n(Cc2ccccc2)c2ccccc12	3%[57.5 µM]	50%[activator][57.5 µM]
CCOc1ccc(C2=NC(c3cccs3)=Nc3ccc(CC)cc3N2)cc1OCC	-5%	-25%
CCN(CC)c1cc(C)nc2nc(-c3ccc(C)cc3)nn12	-6%	-25%
CC(C)(C)C(=O)NCC(c1ccc2c(c1)OCO2)N1CCOCC1 (stereo not given)	0%[57.5 µM]	0%
CCN(C(=O)c1cc(S(=O)(=O)N2CCCCC2)c[nH]1)c1ccc(OC)cc1	1%	7%
C=CCOC(=O)COc1ccc2c(=O)c(Oc3ccc(OC)cc3)coc2c1	-8%	1%
CCCOc1ccc(NC(=O)COc2ccc(F)cc2)c2cccnc12	3%	8%
O=C(COCC(=O)Nc1ccc(Oc2ccccc2)cc1)Nc1ccccc1	-13%	?
N#C/C(=C\c1c(OCc2ccccc2)ccc2ccccc12)c1nc2ccccc2[nH]1	-9%	-19%
CCOc1ccc(-n2nc(CO)c(C(=O)NCC(C)O)n2)cc1 (stereo not given)	6%[57.5 µM]	14%
O=C(Oc1ccc2oc3ccccc3c2c1)C1CCOCC1	0%	-3%
N#Cc1ccccc1COC(=O)c1ccc(N2CCOCC2)nc1	-6%	-7%
CCN(C(=O)C1CCCN(c2ncnc3onc(-c4ccc(F)cc4)c23)C1)c1ccccc1 (stereo not given)	-8%	4%
Cc1cccc(Oc2nc3c(c(=O)n(C)c(=O)n3C)n2Cc2ccccc2)c1C	-5%	8%
CC(=O)Nc1ccc(NC(=O)C(C)Br)cc1 (stereo not given)	12%	7%
COc1ccc(N2CCN(Cc3nc4c(c(=O)[nH]c(=O)n4C)n3Cc3ccccc3C)CC2)cc1	-7%[57.5 µM]	?
CC(C)C1Cc2c(sc(N)c2C#N)CO1 (stereo not given)	-13%	1%
CCc1ccc(/C=C(\C#N)C(=O)NC2CC2)s1	4%	-2%
COCC(=O)N(c1ccc(Br)cc1)C1C=CS(=O)(=O)C1 (stereo not given)	3%	2%
Cc1ccc(C)c(N2CCN(S(=O)(=O)c3ccc(-c4cc(C(F)(F)F)on4)s3)CC2)c1	-12%	-28%
SMILES	UDG counterscr	AID inhibitor
Cc1ccc2nc(COc3ccccc3NC(=O)c3ccccc3C)cc(=O)n2c1	3%	-23%
CC1CCC(NC(=O)C23CC4CC(CC(C4)C2)C3)CC1 (stereo not given)	-4%	4%
Cc1noc(NS(=O)(=O)c2ccc(NC(=O)c3ccc(Br)cc3)cc2)c1C	2%	-13%
CCc1c(C)sc2c1CCN(C(=O)Nc1cc(OC)c(OC)c(OC)c1)C2c1ccccc1 (stereo not given)	-19%	?
CCc1nc2c(cnn2-c2ccc(C)cc2)c(=O)n1Cc1ccccc1	-25%	?
Cc1cc(C)c2nc(N3CCCC(C(=O)NCc4cccc(Cl)c4)C3)sc2c1 (stereo not given)	4%	-7%
COc1ccc(C)cc1NC(=O)NCc1ccc2c(c1)CCN2C(=O)c1ccccc1	-10%[57.5 µM]	47%[activator]
Cc1cccc(C)c1NC(=O)CC1(C(=O)O)CCCCC1	11%	9%
CC1(C)CC(=O)c2cc(C(=O)Nc3ccc(Br)cc3)c(=O)[nH]c2C1	-2%	-9%
Cc1ccc(CSc2nc3c([nH]c4ccccc43)c(=O)n2C)cc1	-8%[57.5 µM]	-17%
CCOc1ccc(-c2nnc(SCC(=O)NCc3ccc(C)cc3)nc2-c2ccc(OCC)c(OC)c2)cc1OC	0%	1%
Cc1ccc(C)c(C(=O)COC(=O)CCc2c[nH]c3ccccc23)c1	3%	7%
Cc1ccc(Cl)cc1N1CCN(C(=O)CCC(=O)Nc2ccc3nc(N4CCC(C)CC4)cc(C)c3c2)CC1	-12%	8%
CCCOc1ccc(NC(=O)C(C)Oc2ccccc2F)c2cccnc12 (stereo not given)	-9%	2%
Oc1ccccc1-c1nc(/C=C/c2ccccc2)nn1-c1ccccc1	?	10%
COc1ccc(OCC(=O)NC(Cc2c[nH]c3ccccc23)C(=O)O)cc1 (stereo not given)	33%[activator]	23%
CCC(=O)Nc1ccc2nc(SCCOc3ccccc3)sc2c1	-15%	19%
CCOc1ccc(OCC(=O)Nc2ccc(S(=O)(=O)Nc3cc(C)on3)cc2)cc1	1%	2%
CCOc1ccc(-n2nc3ccc(NC(=O)COc4ccccc4)cc3n2)cc1	-5%	48%[activator]
CC(=O)c1ccc(NC(=O)COc2ccccc2-c2nc(-c3cccc(C)c3)no2)cc1	11%	-10%
O=C1Cc2cc(S(=O)(=O)Nc3cccc(C(F)(F)F)c3)cc3c2N1CCC3	42%[activator]	12%
Nc1cccc(C#Cc2ccccc2)c1	-1%	-7%
CCC(Sc1nncn2c1cc1sccc12)C(=O)Nc1cccc(OC)c1 (stereo not given)	4%	?
CCOC(=O)c1cnc2c(C)cc(C)cc2c1Nc1ccccc1OCC	?	12%
Cc1ccccc1CSCC(=O)O	-17%	-13%
SMILES	UDG counterscr	AID inhibitor
COc1ccc(OC)c(NC(=O)Cn2c(=O)c3cccn3c3ccccc32)c1	-3%[57.5 µM]	?
Cc1c(N)cccc1C(=O)NCC(C)C	7%	-4%
Cc1ccccc1C(=O)OCc1cc(=O)n2nc(-c3cccs3)sc2n1	?	-8%
C=CCNc1nc(-c2cc(C)n(-c3c(C)n(C)n(-c4ccccc4)c3=O)c2C)cs1	17%	59%[activator]
Cn1cc(-c2cc3n(n2)CCC(=O)N3CC(=O)NCc2ccc(Cl)cc2)c2ccccc21	16%	10%
Cc1ccc(CNC(=O)C(C)n2c(=O)cc(-c3ccccc3)c3c(C)nn(C)c32)cc1 (stereo not given)	-27%	?
CC1=C(C(=O)Nc2ccccc2)C(c2ccc(Cl)cc2)NC(=S)N1 (stereo not given)	5%	4%
Cn1c(SCC(=O)NC2CCCCC2)nc2c(c1=O)SCC2	2%	5%
Cc1ccccc1C(=O)Nc1cccc(C(=O)OCc2cc(=O)n3ccsc3n2)c1	-4%	22%
CC(C)C[C@H](NC(=O)[C@H](C)n1nnc2ccccc2c1=O)C(=O)O	-8%	1%
Cc1cccc2c(=O)cc(CSc3ccccc3NC(=O)C(C)(C)C)[nH]c12	-1%[57.5 µM]	21%
CCN(CC)S(=O)(=O)c1ccc2c(c1)c(=O)c(C(=O)NCc1ccc(Cl)cc1)cn2C	-20%	-8%
COc1cccc(/C=C(/C#N)C(=O)c2ccccc2)c1OC(F)F	-8%	-19%
O=C(NCc1ccccn1)c1ccccc1Nc1ccccc1	0%	-8%
N#C/C(=C/c1ccc(F)c(F)c1)C(=O)Nc1ccc(Oc2ccc(NC(=O)/C(C#N)=C\c3ccc(F)c(F)c3)cc2)cc1	-14%	7%
CCOc1ccccc1NC(=O)CN(C)S(=O)(=O)c1ccc(C(=O)N2CCOCC2)s1	8%	2%
CCOc1ccc(NC(=O)N2CCC(n3c(C)nc4cccnc43)CC2)cc1	38%[activator]	13%
CCc1nn(CC(=O)NCc2cccc(OC)c2OC)c(=O)c2cc3occc3n12	-4%	-17%
Cc1ccc(C)c(C(C)NC(=O)Nc2ccccc2Br)c1 (stereo not given)	1%	0%
Brc1ccc(-c2nc(-c3ccc4c(c3)OCO4)no2)o1	-5%	13%
Cn1ccc2c(C(=O)Nc3ccc(C(N)=O)cc3)cccc21	-3%	20%
CCN1C(=O)N(c2ccc(C(C)=O)cc2)S(=O)(=O)c2ccccc21	1%	-15%
Cc1ccc(CNS(=O)(=O)c2ccc(-c3cnc(C4CC4)o3)cc2)cc1	-7%	3%
CCN(Cc1ccccc1)C(=O)CCS(=O)(=O)c1cc(Br)cc2c1N(C(=O)C1CC1)CC2	-6%	?
COc1cc(NC(=O)c2cc(-c3ccc4c(c3)OCO4)on2)cc(OC)c1OC	0%	15%
SMILES	UDG counterscr	AID inhibitor
Cc1cccc2sc(N(Cc3cccnc3)C(=O)COc3ccccc3)nc12	-2%	0%
COc1ccccc1OCc1ccc(C(=O)OC2CCCCC2)o1	-3%	-6%
CCCc1cc(=O)oc2cc(OS(=O)(=O)c3c(C)c(C)cc(C)c3C)ccc12	2%	-6%
O=C(NCc1ccc2c(c1)OCO2)c1ccc2c(c1)N(Cc1ccccc1F)C(=O)c1ccccc1S2=O (stereo not given)	-10%	1%
Cn1cnc(S(=O)(=O)N2CCC(C(=O)NCc3ccccc3)CC2)c1	-4%	7%
COc1ccc(C23CC4CC(CC(C(=O)Nc5nccs5)(C4)C2)C3)cc1	-1%	0%
Cc1ccc(Nc2c(-c3ccc(Br)o3)nc3ccccn23)cc1	-21%[57.5 µM]	213%[activator]
Cc1cccc(NC(=O)CN2CCN(C(=O)CCNC(=O)c3ccc(C(C)(C)C)cc3)CC2)c1C	-2%	-7%
COc1cc(C2CC(=O)Nc3ccc4ccccc4c32)ccc1OC(=O)C(C)C (stereo not given)	-17%	-3%
COc1ccccc1CNC(=O)Cn1c(=O)nc(-c2ccccc2)c2ccccc21	1%	5%
CC(C)Cc1nc(NCc2ccncc2)c(C#N)c2c1CCCC2	4%	3%
COc1ccc(C)cc1NC(=O)C(=O)NCC(c1cccnc1)N1CCN(c2ccccc2F)CC1 (stereo not given)	?	?
Cc1cccc(C)c1Nc1c(-c2ccc(Cl)s2)nc2ncccn12	?	45µM*
Cc1ccccc1Nc1c(-c2cccnc2)nc2cccc(C)n12	-3%	-11%
CSC1=N/C(=C\c2ccc(Br)cc2)C(=O)S1	-6%	-12%
O=C(CN(Cc1ccc2c(c1)OCO2)C1CCCC1)Nc1ccc2[nH]c(=O)[nH]c2c1	-11%	20%
COc1cccc2cc(C(=O)NCCc3c(C)[nH]c4c(C)cccc34)c(=O)oc12	-5%	-2%
Cn1c(=O)c2c(SCC(=O)N3CCc4ccccc43)nc(-c3cccc(F)c3)nc2n(C)c1=O	-3%	-3%
COc1ccc(CO/N=C/c2cc(OC)c(OC)c(OC)c2)cc1F	-4%	-12%
COc1ccc(OC)c(C(=O)/C=C/c2cccs2)c1	-4%	-19%
CCc1cc(C(=O)NC(CC(=O)OC)c2ccc(OC)c(OC)c2)sc1C (stereo not given)	-4%	13%
O=C(/C=C/c1cccc([N+](=O)[O-])c1)c1ccccc1OC(F)F	-10%	-17%
CCC(=O)c1ccc(OCc2cccc(C#N)c2)cc1	-6%	-6%
CCOC(=O)CN1C(C(=O)c2ccccc2)=C(OC(=O)c2ccccc2)c2ccccc2S1(=O)=O	-23%	-17%
Cc1ccc(/C(=N/O)c2ccc(O)cc2O)cc1	-4%	3%

A different layout for some results above.
| Compound | UDG counterscr | AID inhibitor |
| --- | --- | --- |
| Cn1cnc(S(=O)(=O)N2CCC(C(=O)NCc3ccccc3)CC2)c1 | -4% | 7% |
| COc1cccc2cc(C(=O)NCCc3c(C)[nH]c4c(C)cccc34)c(=O)oc12 | -5% | -2% |
| CCCc1cc(=O)oc2cc(OS(=O)(=O)c3c(C)c(C)cc(C)c3C)ccc12 | 2% | -6% |

Other records follow.
SMILES	UDG counterscr	AID inhibitor
CCSc1ncc2c(=O)n(CC(=O)Nc3cccc(Br)c3)cnc2n1	-6%	-3%
CC(=O)c1cccc(NC(=O)C(C)Sc2ccccc2Cl)c1 (stereo not given)	-5%	3%
CC(Oc1ccc2c(-c3ccccc3)cc(=O)oc2c1)c1ccccc1 (stereo not given)	-3%	-3%
COc1ccc(NC(=O)C2CCN(S(=O)(=O)c3c(C)noc3/C=C/c3cccs3)CC2)cc1	2%[57.5 µM]	12%
CC(=O)NNC(=S)Nc1cccc(Cl)c1Cl	12%	8%
COc1cccc(OCC(=O)NC2CC(=O)N(c3ccc4c(c3)OCCO4)C2)c1 (stereo not given)	-2%	1%
COc1ccc(Cl)cc1NC(=O)CCC(=O)N1CCOc2ccccc21	4%	0%
COc1ccccc1-c1nc(C#N)c(NCc2ccccc2Cl)o1	-7%	-10%
CCOC(=O)c1oc2ccccc2c1COC(=O)CNC(=O)c1cc(OC)c(OC)c(OC)c1	-5%	1%
CCC(=O)N1CCc2cc(Br)cc(S(=O)(=O)CCC(=O)NCc3ccccc3OC)c21	-9%	3%
CCOc1ccc(CNCc2ccco2)cc1Cl	-3%	-8%
COc1cn(CC(=O)Nc2cccc(C)c2)c(CN2CCCCC2)cc1=O	-8%	-5%
COc1ccc(-c2cn3nc(N4CCC(C(=O)Nc5cccc(Cl)c5)CC4)sc3n2)cc1	5%	-6%
CN(c1ncnc2onc(-c3cccc(Cl)c3)c12)C1CCCCC1	1%	?

A draw from above in order of heavy-atom count, falling:
SMILES	UDG counterscr	AID inhibitor
CCC(=O)N1CCc2cc(Br)cc(S(=O)(=O)CCC(=O)NCc3ccccc3OC)c21	-9%	3%
COc1cccc(OCC(=O)NC2CC(=O)N(c3ccc4c(c3)OCCO4)C2)c1 (stereo not given)	-2%	1%
COc1cn(CC(=O)Nc2cccc(C)c2)c(CN2CCCCC2)cc1=O	-8%	-5%

Arranged by the number under AID inhibitor (high to low): 6 from the list above.
Structure	AID inhibitor
COc1ccc(NC(=O)C2CCN(S(=O)(=O)c3c(C)noc3/C=C/c3cccs3)CC2)cc1	12%
CC(=O)NNC(=S)Nc1cccc(Cl)c1Cl	8%
CCC(=O)N1CCc2cc(Br)cc(S(=O)(=O)CCC(=O)NCc3ccccc3OC)c21	3%
COc1cccc(OCC(=O)NC2CC(=O)N(c3ccc4c(c3)OCCO4)C2)c1 (stereo not given)	1%
COc1ccc(-c2cn3nc(N4CCC(C(=O)Nc5cccc(Cl)c5)CC4)sc3n2)cc1	-6%
COc1ccccc1-c1nc(C#N)c(NCc2ccccc2Cl)o1	-10%

Only part of the results is shown (hit frequency here may not be typical).
